# Screening results deposited in PubChem by National Center for Advancing Translational Sciences (NCATS).
# HepG2 viability = HepG2 cytotoxicity, counter-screen for TGF-b inhibitors. HepG2 CAGA-GFP viability, ATP luminescence, 18 h. AID 588856. Potency, µM (doses to about 46.1 µM), for inactives: at the top dose activity change, negative = cytotoxicity, usual class: cytotoxic. 410,000 tested, 0.76% active; further: some results filed as inactive show a strong effect at the top dose
#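 HepG2 CAGA-GFP cells (1000/well, DMEM with 1% FBS) received compound, then TGF-beta at 500 pg/mL final, and were incubated 18 hours at 37 degrees C. Viability was read by CellTiter-Glo luminescence. Media-only wells were set as complete cell-killing and DMSO as no toxicity.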
# Nrf2 ARE act = activators of Nrf2 (ARE) signaling; AREc32 ARE-luciferase reporter (MCF7-derived line), luminescence, 24 h; Potency, µM (highest dose often 46.1 µM), inactives show top-dose activation, usual class: activators; 410,000 tested, 0.31% active; further: % of control where 0% means no effect; nearly all actives have a fitted effect of over 65% in size
#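 For detection, Steady-Glo was added and plates sat 30 min at RT; before that, AREc32_Fluc cells grown overnight in OPTI-MEM/5% FBS had been treated with 23 nL compound for 24 hr at 37 deg C.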
# Nrf2 block = inhibitors of Nrf2 signaling | Potency, µM (doses to about 46 µM), without a hit: top-dose activity change, negative = inhibition, actives largely listed as inhibitors | A549 ARE-Fluc reporter, luciferase luminescence, 18-24 h | AID 504444 | 360,000 tested, 2.1% active; further: on the % scale 0 is the no-effect control and ±100 the full control effect; nearly all actives have a fitted effect of over 60% in size
#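 In this cell-based qHTS, ARE-driven firefly luciferase in A549 cells reports Nrf2 activity; the luminescent signal after BugLite lysis is the measured value, with a prior CellTiter-Fluor read for cell health.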
# A549 viability = A549 cytotoxicity, counter-screen for Nrf2 inhibitors; A549 ARE-Fluc cells, CellTiter-Fluor viability, 18-24 h; Potency, µM (top dose mostly 46 µM), for inactives: at the highest dose activity change, negative = cytotoxicity, usual class: inhibitors; 390,000 tested, 0.16% active; further: on the % scale 0 is the no-effect control and ±100 the full control effect
#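 A549 ARE-Fluc cells in 5% FBS OPTI-MEM, 5000 cells/well, rested 2 h then exposed to compounds in concentration-response for 18-24 h at 37 °C. Viability by CellTiter-Fluor fluorescence (Ex 405/Em 525) after 30 min; luciferase luminescence (BugLite, 15 min, RT) read afterwards.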
# ATXN2 expr inh = ATXN2 expression inhibition. HEK-293 ATXN2-luciferase reporter, luminescence, 24 h. 360,000 tested, 0.72% active. Potency, µM (top dose mostly 57 µM), inactives show top-dose activity change, negative = inhibition, hits mostly inhibitors; further: on the % scale 0 is the no-effect control and ±100 the full control effect; nearly all actives have a fitted effect of over 55% in size
#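 qHTS (up to 57 uM final) was run with 24 h compound exposure of reporter cells at 37 °C. Each well was multiplexed: SteadyGlo luminescence measured ATXN2-luciferase expression after a fluorogenic Gly-Phe-AFC viability readout (25 uM final).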
# ATXN viability = reduces viability in counter-screen for ATXN expression inhibitors. S2 cells (HEK-293 line with an ATXN2-luciferase reporter) viability, CellTiter-Fluor protease fluorescence, 24 h. Potency, µM (top dose mostly 56.7 µM), actives largely listed as cytotoxic. 400,000 tested, 0.49% active; further: nearly all actives have a fitted effect of over 40% in size
# TGFb SMAD3 inh = blocks TGF-b signaling. 410,000 tested, 1.2% active. HepG2 CAGA-GFP TGF-b/SMAD3 reporter, GFP fluorescence, 18 h; TGF-beta stimulated, 500 pg/mL final. Potency, µM (top dose mostly 46.1 µM), without a hit: at the highest dose activity, negative = inhibition, hits mostly inhibitors; further: on the % scale 0 is the no-effect control and ±100 the full control effect; nearly all actives have a fitted effect of over 65% in size
#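 GFP signal (ex488/em500-530) from TGF-beta-stimulated HEPG2 CAGA-GFP cells, 500 pg/mL final, 18 h at 37 degrees C in DMEM plus 1% FBS, normalized to unstimulated and DMSO-stimulated controls.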
# MCF10A rereplic = inducers of DNA re-replication in MCF 10A breast cells. Potency, µM (highest dose often 46.1 µM), inactives show top-dose activity, positive = re-replication, actives largely listed as activators. 350,000 tested, 2.9% active. MCF 10A DNA re-replication, Hoechst nuclear intensity, 48 h. AID 624296; further: % of control where 0% means no effect; nearly all actives have a fitted effect of over 50% in size
# EPAC2 antag = blocks human EPAC2 exchange factor | EPAC2 GEF exchange of Rap1B-BODIPY-GDP, fluorescence | Potency, µM (doses to about 114 µM), for inactives: at the highest dose activity, negative = inhibition, hits mostly inhibitors | 360,000 tested, 0.18% active | AID 720708; further: on the % scale 0 is the no-effect control and ±100 the full control effect; nearly all actives have a fitted effect of over 45% in size; many of its hits are not listed in these tables
# Target sequence (Q8WZA2 whole entry, looked up): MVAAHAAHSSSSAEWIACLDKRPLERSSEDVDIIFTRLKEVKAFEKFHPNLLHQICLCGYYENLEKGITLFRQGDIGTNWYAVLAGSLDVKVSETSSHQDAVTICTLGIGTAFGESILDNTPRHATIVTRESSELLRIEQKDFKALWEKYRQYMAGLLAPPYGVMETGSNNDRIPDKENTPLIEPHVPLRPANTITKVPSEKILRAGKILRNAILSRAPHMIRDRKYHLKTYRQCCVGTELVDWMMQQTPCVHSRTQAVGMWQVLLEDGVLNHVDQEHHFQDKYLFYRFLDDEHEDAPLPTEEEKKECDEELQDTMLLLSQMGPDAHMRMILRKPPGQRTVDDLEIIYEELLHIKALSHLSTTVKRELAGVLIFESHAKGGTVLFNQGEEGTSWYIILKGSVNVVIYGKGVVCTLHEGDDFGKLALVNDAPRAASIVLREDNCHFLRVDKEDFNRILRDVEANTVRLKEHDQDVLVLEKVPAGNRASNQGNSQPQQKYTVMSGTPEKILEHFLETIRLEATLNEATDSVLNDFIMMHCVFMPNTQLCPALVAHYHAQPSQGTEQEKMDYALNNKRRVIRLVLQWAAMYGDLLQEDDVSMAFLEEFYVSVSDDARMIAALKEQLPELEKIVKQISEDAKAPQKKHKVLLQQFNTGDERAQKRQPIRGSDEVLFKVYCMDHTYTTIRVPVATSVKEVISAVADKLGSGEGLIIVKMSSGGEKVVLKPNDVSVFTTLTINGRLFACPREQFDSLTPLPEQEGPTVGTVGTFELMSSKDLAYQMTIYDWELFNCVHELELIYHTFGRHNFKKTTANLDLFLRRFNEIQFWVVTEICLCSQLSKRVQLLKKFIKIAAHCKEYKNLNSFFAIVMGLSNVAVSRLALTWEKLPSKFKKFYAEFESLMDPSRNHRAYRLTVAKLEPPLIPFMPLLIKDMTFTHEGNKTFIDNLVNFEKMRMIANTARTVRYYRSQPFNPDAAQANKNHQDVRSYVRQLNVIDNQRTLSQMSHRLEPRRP
# Starred values were filed as active, the others as inactive; i = inactive; ? = inconclusive; / = not tested or not shown; & = joins results of further samples; [ ] = dose if it differs, or a comment. The call rests on the fitted dose curve; in most records, active means well fitted curve in the direction sought with a large enough effect; inconclusive means small, poorly fitted or top-dose-only effect, or another doubt; inactive means no such curve, though single readings can be large; an effect the other way counts as inactive or inconclusive. Potency means the concentration at half of the fitted maximal effect. Not all compounds are listed; the hit share may differ from the screen's.
SMILES,HepG2 viability,Nrf2 ARE act,Nrf2 block,A549 viability,ATXN2 expr inh,ATXN viability,TGFb SMAD3 inh,MCF10A rereplic,EPAC2 antag
Cc1ccc(C)n1-c1c(C(=O)NN)cnn1-c1ccccc1,0%,2.7%,?,3%,-13%,i,-16%,-12%,-15%
CCc1cc(=O)oc2cc(OC(=O)CN3C(=O)NC4(CCCC4)C3=O)ccc12,-3%,0.0%,6%,6%,-7%,/,-21%,-1%,13%
CC(C)NC(=O)N(C)C[C@H]1Oc2c(NS(=O)(=O)c3cn(C)cn3)cccc2C(=O)N([C@H](C)CO)C[C@@H]1C,-6%,0.6%,2%,-7%,1%,i,5%,-4%,-4%
CCCn1c(CNC(=O)c2ccc(F)cc2)nc2ccccc21,-22%,-0.3%,-3%[9.27 µM],2%,-9%,?,-1%,/,/
O=C(COc1ccccc1F)Nc1nnc(C2CCCC2)s1,-7%,0.5%,-2%,-1%,/,i,17%,-4%,2%
COC(=O)C1CCN(S(=O)(=O)c2cc3c4c(c2)CC(=O)N4CCC3)CC1,7%,-0.3%,/,1%,/,/,18%,/,/
CCCCOc1ccc(C(=O)N/C(=C/C=C/c2ccccc2)C(=O)O)cc1,-12%,0.0%[9.22 µM],-23%,-1%,-2%,i,-1%,-15%,-13%
CN1C[C@@H]2C(c3ccc(C(F)(F)F)cc3)C3(c4cccnc4)CC2(C3)[C@H]1c1ccccc1 (stereo partly drawn),-21%,7.3%,4%,-6%,-26%,?,-24%,4%,-18%
NS(=O)(=O)c1ccc(CCNC(=O)CNC(=O)Cc2cccc3ccccc23)cc1,1%,-0.8%,-1%,-4%,/,i,18%,1%,5%
Clc1cc(Cl)c(OCc2nc(-c3ccccn3)no2)cc1Cl,-26%,2.6%,?,-3%,45%[activator],i,?,11%,-2%
Cc1cccc(-c2nc(CN3CCCC(C(=O)NCc4ccc(Cl)cc4)C3)c(C)o2)c1 (stereo not drawn),-18%,-0.1%,0%,-5%,-8%,i,?,/,/
Cc1ccc(C(=O)Nc2ccc3oc(-c4cc(Br)ccc4Cl)nc3c2)cc1,-18%,-0.2%,?,-3%,-13%,i,-7%,/,/
COc1ccccc1NC(=O)c1ccc(NC(=O)CN2C(=O)CN(C)C2=O)cc1,4%,0.3%,-5%,-3%,/,i,-12%,0%,2%
CCC(=O)N1CCN(c2ccccc2NC(=O)COc2cc(C)ccc2C(C)C)CC1,-43%,3.3%,?,-2%,?,i,?,-4%,?
Cc1ccc2cc(CN(CCCN(C)C)C(=S)NCc3ccccc3)c(=O)[nH]c2c1C,1%,0.1%,-2%,1%,-33%,i,-4%,3%,-14%
Cc1ccc2ccccc2[n+]1CCCS(=O)(=O)[O-],-18%,-0.8%,2%,-10%,0%,i,-6%,6%,-5%
Cn1c(CNC(=O)c2ccc(F)cc2)cc2ccccc21,-9%,3.1%,-16%,23%,/,i,-7%,-1%,-2%
O=C(Nc1ccc2nc3n(c(=O)c2c1)CCCCC3)c1c(F)ccc([N+](=O)[O-])c1F,11µM*,-2.7%,11%,?,7.1µM*,/,5µM*,?,-2%
CCOC(=O)C(CC)/C(C)=N\NC(=O)c1cccc(C)c1 (stereo not drawn),-5%,3.0%,3%,19%,-32%,i,18%,10%,-2%
CC(C)CCOc1ccc(C(=O)NCCC(=O)N2CCOCC2)cc1,5%,-0.8%,?,3%,33%,?,?,-1%,6%
O=C(OCc1ccc(Cl)cc1Cl)c1cccnc1Cl,14%,0.3%,-14%,-6%,-7%,i,16%,-1%,-11%
CC(=O)c1cccc(NC(=O)COC(=O)CCC(=O)c2ccc(F)cc2)c1,2%,-0.1%,6%,5%,-9%,i,-3%,0%,8%
CCOC(=O)c1[nH]c2ccc(OC)cc2c1NC(=S)N1CCN(c2ccccn2)CC1,-91%,0.9%,4%,10%,/,i,-1%,-1%,8%
CC(C)CNC(=O)NC1C(NC(=O)NCC(C)C)N(C)C(=O)N1C (stereo not drawn),16%,-1.1%,/,-2%,-7%,i,13%,-1%,-2%
O=C(N/C(=C/c1ccc(Br)cc1)C(=O)N1CCCC1=O)c1ccco1,-12%,?,?,-8%,-11%,i,-3%,0%,1%

# 3 structures from above, arranged by length of the SMILES, rising.
SMILES,HepG2 viability,Nrf2 ARE act,Nrf2 block,A549 viability,ATXN2 expr inh,ATXN viability,TGFb SMAD3 inh,MCF10A rereplic,EPAC2 antag
O=C(OCc1ccc(Cl)cc1Cl)c1cccnc1Cl,14%,0.3%,-14%,-6%,-7%,i,16%,-1%,-11%
Cc1ccc2ccccc2[n+]1CCCS(=O)(=O)[O-],-18%,-0.8%,2%,-10%,0%,i,-6%,6%,-5%
CC(C)NC(=O)N(C)C[C@H]1Oc2c(NS(=O)(=O)c3cn(C)cn3)cccc2C(=O)N([C@H](C)CO)C[C@@H]1C,-6%,0.6%,2%,-7%,1%,i,5%,-4%,-4%

# Next section:
SMILES,HepG2 viability,Nrf2 ARE act,Nrf2 block,A549 viability,ATXN2 expr inh,ATXN viability,TGFb SMAD3 inh,MCF10A rereplic,EPAC2 antag
COc1ccc(COc2cc(-c3cccc(OC)c3)nc3ccc(NC(C)=O)cc23)cc1,-7%,2.6%,?,2%,-1%,i,3%,0%,-20%
CCC(=O)N1CCN(c2cc3c(cc2F)c(=O)c(C(=O)O)cn3CC)CC1,13%,-0.9%,3%,-4%,2%,i,2%,-2%,11%
Cc1ccc(C(=O)N/N=C\c2cccc(OC(=O)c3cccc(F)c3)c2)cn1,13%,-0.6%,-13%,-1%,11%,i,10%,?,16%
Cc1ccc(NC(=O)Cn2c(=O)n(Cc3ccc4c(c3)OCO4)c(=O)c3oc4ccccc4c32)cc1C,-3%,2.2%,7%,2%,/,/,-5%,/,/
CC(C)n1nnnc1SCC(=O)c1c(N)n(C2CC2)c(=O)[nH]c1=O,-25%,0.2%,1%,2%,/,i,27%,2%,3%
CNC(=O)CC1C(=O)N(Cc2ccccc2)C(=S)N1NC(=O)c1cccc(F)c1 (stereo not drawn),-6%,2.1%,-4%,-6%,5%,i,-5%,-7%,-1%
O=C(O)CC/C(=C\c1ccc2c(c1)OCO2)c1nc2ccccc2s1,-8%,4.5%,0%,-1%,-15%,?,-2%,7%,-1%
CN1CCN(C(=O)CN(c2cccc(Cl)c2)S(=O)(=O)c2ccccc2)CC1,2%,-0.4%,14%,-5%,2%,i,-3%,-5%,12%
COCCSc1nc(N)c(NC(=O)c2ccc(OC)cc2)c(=O)[nH]1,-12%,0.2%,-6%,-4%,/,?,2%,0%,4%[57.1 µM]
CCC(=O)Nc1ccccc1C(=O)NC1CCCCC1,-7%,0.0%,0%,-13%[1.84 µM],11%,i,-6%,19%,5%
O=C1CCN(C2CCN(Cc3nc(Cc4ccccc4F)no3)CC2)CCN1,-21%,0.2%,-6%,0%,-5%,i,-9%,2%,-7%
CCOC(=O)Cc1c(-c2cccc(Br)c2)nc2c3ccccc3ccn12,/,16%,/,/,5%,i,/,/,4%
COc1ccccc1OCc1nc(C#N)c(N2CCCC2)o1,-23%,0.3%,?,5%,/,i,15%,-10%,-2%
O=C(NNC(=O)C1CCCCC1)C(=O)NC1CCCCC1,3%,0.6%,9%,-5%,5%,i,1%,-6%,2%
CN(C(=O)CSc1nnc2n1CCCCC2)C1(C#N)CCCCC1,12%,-1.1%,6%,0%,29%,i,-3%,5%,-5%
CC1C(C(=O)Nc2ccccc2)CCCC1(C)C(=O)O (stereo not drawn),9%,0.0%,4%,-7%,-4%,i,-8%,-2%,-1%[57.1 µM]
CCCNC(=O)C1(C)CCN(C(=O)c2ccc(C)c(F)c2)C1 (stereo not drawn),-15%,-1.4%,/,/,3%,i,-8%,/,-1%
COc1ccc(-c2ccc(-c3noc(C)n3)c(OC)n2)cc1,-2%,2.4%,/,4%,24%,i,-22%,-8%,17%
CN(C)N=Nc1nc[nH]c1C(N)=O,-16%,0.3%,-20%,-3%,?,i,-9%,-23%,9%
CCOC(=O)C1=C(O)/C(=C\c2cc(C)n(-c3ccc(F)cc3)c2C)N=C1C,3%,-0.1%,3%,-5%,4%[11.3 µM],i,3%,-7%,-11%
Oc1ccccc1CNc1cccc2cccnc12,-16%,22%,-9%,-12%,?,i,-27%,1%,?
CCOc1ccc(N2CC(C(=O)N3CCCCC3)CC2=O)cc1 (stereo not drawn),4%,-0.1%,?,-1%,-4%,i,-5%,3%,11%
O=C(Cc1ccccc1[N+](=O)[O-])NCc1ccc(Cl)cc1Cl,6%,4.3%,?,12%,27%,i,1%,7%,-7%
CCOC(=O)C(NC(=O)Nc1cccc(C)n1)(OCC(F)(F)F)C(F)(F)F (stereo not drawn),1%,2.4%,-3%,-1%,-4%,i,-3%,3%,-27%
Cc1cc(NC(=O)CSc2ncccc2C(=O)O)no1,1%,4.0%,15%,0%,-4%,i,7%,0%,-1%
SMILES,HepG2 viability,Nrf2 ARE act,Nrf2 block,A549 viability,ATXN2 expr inh,ATXN viability,TGFb SMAD3 inh,MCF10A rereplic,EPAC2 antag
Fc1cc(F)nc(NCc2ccccc2)n1,16%,-0.9%,14%,-2%,7%,i,5%,0%,2%
O=C(NCCc1ccccc1)c1cccc(NC(=O)C2CCC2)c1,2%,4.2%,?,0%,29%,?,-26%,-30%[inhibitor],5%
CSc1nc(-c2ccc(Cl)cc2)nn1S(=O)(=O)c1ccc(Cl)cc1,-10%,3.4%,?,-4%,60%[activator],i,17%,2%,-7%
COc1ccc2c(c1OC)C(=O)N1C2SC(C)(C)[C@H]1C(=O)NC1CC1 (stereo partly drawn),4%,-1.1%,6%,0%,7%,i,-7%,1%,7%
CC1CCCN(S(=O)(=O)c2ccc3c(c2)c(=O)nc2ccccn23)C1 (stereo not drawn),-11%&-23%,-0.4%&3.2%,-11%,6%&4%,-9%&10%,i,-4%&-2%,-6%,4%
O=C(CCNC(=O)c1ccccc1)Nc1ccc(S(=O)(=O)Nc2ncccn2)cc1,3%,0.2%,13%,4%,9%,i,4%,-24%,4%
Cc1cccc(C)c1OC(=O)CSc1nnc(-c2ccc3c(c2)OCO3)o1,21%,-0.1%,-9%,-2%,/,/,57%[activator],/,/
